Screening results: PubChem, several laboratories
BaF3 tox = parental Ba/F3 viability inhibition as JAK2V617F counter-screen | CellTiter-Glo ATP luminescence | inhibition, % at 5.6 µM | 220,000 tested, 1.1% active;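 active means inhibition above a per-campaign cutoff, the mean inhibition of all tested compounds plus 3 SD, cut at about 27% in these data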;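 further: 0% = DMSO wells and 100% = JAK Inhibitor I control wells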
Ba/F3 V617F tox = reduce viability of Ba/F3 cells dependent on JAK2V617F; inhibition, % at 5.6 µM; Ba/F3 EpoR-JAK2V617F viability, ATP luminescence; 220,000 tested, 1.1% active;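 active means inhibition above the campaign mean plus 3 SD over all tested compounds, cut at about 24% in these data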;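 further: cytokine-independent growth of Ba/F3 cells driven by EpoR plus mutant JAK2; 0% = DMSO-treated cells and 100% = JAK inhibitor I control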
S1P4 antagonist = human S1P4 receptor antagonism. O95977. S1P4-expressing cells, antagonist mode, reporter read-out. inhibition, % at 4.98 µM. 220,000 tested, 0.26% active; in the data active means inhibition above about 29%;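 further: 0% = wells stimulated with agonist and 100% = vehicle wells without agonist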
RBBP9 inhibitor = blocks human serine hydrolase RBBP9 | O75884 | recombinant RBBP9, FP-Rh probe fluorescence polarization | inhibition, % at 7.94 µM | 220,000 tested, 0.2% active;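 active means inhibition above the campaign mean of all tested compounds plus 3 SD, cut at about 14% in these data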;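 further: plate controls were DMSO wells with RBBP9 for no effect and wells lacking RBBP9 protein for full effect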
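Test system – recombinant human RBBP9 · Input – RBBP9 2.5 µM in dispensing solution, pre-mixing · Medium – Tris buffer pH 8.0, NaCl, Pluronic · Schedule – preincubation 30 min plus labeling 45 min at 25 °C · Measured by – fluorescence polarization · Measure – % inhibition · Controls – DMSO and no-protein wells · Replicates – one well per compound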
S1P4 ag = agonists of human S1P4 receptor; O95977; S1P4-expressing cell line, agonist reporter assay; activation, % at 4.98 µM; 220,000 tested, 0.35% active; AID 1509; in the data active means activation above about 11%;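 further: 0% = DMSO vehicle and 100% = reference agonist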
NPY Y1 blocker = blocks the human neuropeptide Y Y1 receptor; inhibition, % at 3.6 µM; P25929; 200,000 tested, 1% active; HEK293-CNG Y1 cells, membrane potential fluorescence; NPY at EC95, then isoproterenol;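 active means inhibition above the campaign mean inhibition of all tested compounds plus 3 SD, cut at about 20% in these data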;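 further: 0% = DMSO wells given NPY plus isoproterenol and 100% = isoproterenol alone without NPY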
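Test system: HEK293 cells co-expressing NPY Y1 receptor and cyclic-nucleotide gated channel; Also added: NPY (25 nM), isoproterenol (1 µM), Ro 20-1724 (25 µM); Compound dosing: one concentration, 3.6 µM, in 0.4% DMSO; Timing: dye 3 h, compound 60 min room temperature, stimulation 45 min; Technique: Membrane-potential fluorescent dye readout.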
NPY-Y2 PAM-ag = potentiators or agonists of human neuropeptide Y receptor Y2; P49146; cells expressing NPY-Y2, potentiator/agonist read-out; activation, % at 3.6 µM; 220,000 tested, 0.45% active; in the data active means activation above about 27%;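 further: cells stimulated with NPY near EC25 plus isoproterenol at EC100; 0% = vehicle plus submaximal agonist and 100% = vehicle plus saturating agonist; some results beyond the cut were filed as inactive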
Target sequence (P49146 whole entry, looked up): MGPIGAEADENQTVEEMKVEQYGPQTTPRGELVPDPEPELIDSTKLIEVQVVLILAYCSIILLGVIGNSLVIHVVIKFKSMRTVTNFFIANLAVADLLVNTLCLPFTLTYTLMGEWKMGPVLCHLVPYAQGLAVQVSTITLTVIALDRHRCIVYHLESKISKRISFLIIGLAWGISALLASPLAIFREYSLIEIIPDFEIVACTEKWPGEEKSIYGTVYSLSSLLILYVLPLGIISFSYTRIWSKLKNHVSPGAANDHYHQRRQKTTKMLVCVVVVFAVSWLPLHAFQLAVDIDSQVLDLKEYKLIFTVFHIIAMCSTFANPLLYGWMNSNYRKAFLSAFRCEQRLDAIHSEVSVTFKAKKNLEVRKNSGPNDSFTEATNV
NPY1 pot ag = human NPY-Y1 potentiation or agonism, primary screen; P25929; NPY-Y1 expressing cells, potentiator/agonist activation; activation, % at 3.6 µM; 220,000 tested, 0.37% active; AID 1304; in the data active means activation above about 33%, passing the limit was not always enough;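 further: cells stimulated with NPY at EC10 then isoproterenol at EC100; 0% = low agonist plus stimulus and 100% = saturating agonist plus stimulus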
Runt-CBFb FRET = Runt domain-CBFb interaction inhibition; Q01196+Q13951; Cerulean-Runt/Venus-CBFb FRET ratio 530/480, 1 h; inhibition, % at 20 µM; 220,000 tested, 0.46% active; AID 1496;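 active means inhibition over about 50% at 20 µM in the single-dose screen, limit read from the data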;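 further: 0% = DMSO wells and 100% = excess unlabeled CBFb competitor control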
Target sequence (Q01196 whole entry, looked up, the tested form may be a part): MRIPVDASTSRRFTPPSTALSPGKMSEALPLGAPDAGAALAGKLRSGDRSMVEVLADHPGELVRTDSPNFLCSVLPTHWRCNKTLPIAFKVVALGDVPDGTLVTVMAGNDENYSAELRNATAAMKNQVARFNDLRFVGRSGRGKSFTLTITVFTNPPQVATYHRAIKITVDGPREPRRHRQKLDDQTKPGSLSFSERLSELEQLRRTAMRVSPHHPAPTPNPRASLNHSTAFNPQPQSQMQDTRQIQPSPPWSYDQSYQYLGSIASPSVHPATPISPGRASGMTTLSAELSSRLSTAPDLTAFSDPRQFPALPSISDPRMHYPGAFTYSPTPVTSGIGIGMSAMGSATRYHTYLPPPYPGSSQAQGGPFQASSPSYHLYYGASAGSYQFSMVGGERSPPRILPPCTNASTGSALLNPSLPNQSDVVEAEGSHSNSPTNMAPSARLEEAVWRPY
Target sequence (Q13951 whole entry, looked up, the tested form may be a part): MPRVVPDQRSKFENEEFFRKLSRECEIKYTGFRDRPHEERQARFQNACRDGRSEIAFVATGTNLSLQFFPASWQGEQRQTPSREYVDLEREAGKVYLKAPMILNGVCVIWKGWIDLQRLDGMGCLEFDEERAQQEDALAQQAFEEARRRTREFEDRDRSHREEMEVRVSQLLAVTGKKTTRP
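Assay system: Cerulean-tagged RUNX1 Runt domain (FRET donor) fusion protein / Amount: 100 nM each of Venus-CBFb and Cerulean-Runt domain / Medium: Tris buffer pH 7.5 with salts and BSA / Also added: Venus-CBFb 100 nM / Schedule: 1 h complex formation plus 1 h compound treatment, room temperature / Signal: FRET fluorescence / Read-out: loss of energy transfer signal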
Active calls of the source: *; . = not tested or not shown. Not a hit list. About 3.6% of those tested had a hit in this group.

SMILES	BaF3 tox	Ba/F3 V617F tox	S1P4 antagonist	RBBP9 inhibitor	S1P4 ag	NPY Y1 blocker	NPY-Y2 PAM-ag	NPY1 pot ag	Runt-CBFb FRET
CCOc1ccc(CCNC(=O)C2CCCN(C(=O)N(C)C)C2)cc1OCC (centres undefined)	2	3	-20	-12	-0.2	-1	-2	1	-2
O=C1C=C(Nc2ccc(Cl)cc2)CC(c2ccco2)C1 (centres undefined)	0	0	-11	-7	-0.7	-3	-21	-44	1
O=C(CSc1ccccc1)Nc1cccnc1	7	-3	-14	2	0.1	2	1	-13	-2
O=C(NCCN1CCNCC1)c1ccccn1	0	-2	-10	-6	0.0	0	-9	4	-3
O=C(OCCN=C1NS(=O)(=O)c2ccccc21)c1cccnc1	0	-1	2	-1	-1.7	-1	15	2	-1
O=C(CSc1nc2c(cnn2-c2ccc(F)cc2)c(=O)[nH]1)N1CCOCC1	5	0	-1	-4	0.3	2	-7	-2	4
COCCCNC(=O)CCCCCNS(=O)(=O)c1ccc(Br)cc1	-4	0	0	-6	1.0	-1	7	6	0
COc1ccc(CCNc2ncnc3nc[nH]c23)cc1OC	3	1	4	-3	-1.2	-1	-14	5	1
COc1ccccc1CNS(=O)(=O)c1ccc2[nH]cc(C(=O)O)c(=O)c2c1	3	4	-8	-7	0.7	9	-4	-22	0
CCCCCCCc1c(O)nc(SCCN2CCOCC2)[nH]c1=O	5	-4	-4	-11	2.0	0	12	15	-2

In the list so far, 2 contain an aryl methoxy group.
SMILES	BaF3 tox	Ba/F3 V617F tox	S1P4 antagonist	RBBP9 inhibitor	S1P4 ag	NPY Y1 blocker	NPY-Y2 PAM-ag	NPY1 pot ag	Runt-CBFb FRET
COc1ccc(CCNc2ncnc3nc[nH]c23)cc1OC	3	1	4	-3	-1.2	-1	-14	5	1
COc1ccccc1CNS(=O)(=O)c1ccc2[nH]cc(C(=O)O)c(=O)c2c1	3	4	-8	-7	0.7	9	-4	-22	0

The list goes on.
SMILES	BaF3 tox	Ba/F3 V617F tox	S1P4 antagonist	RBBP9 inhibitor	S1P4 ag	NPY Y1 blocker	NPY-Y2 PAM-ag	NPY1 pot ag	Runt-CBFb FRET
CN(C)c1ccc(/C=C(/C(=O)c2ccc(Cl)cc2Cl)n2cncn2)cc1	13	2	3	-6	-1.6	4	-9	-12	-262
CSc1nc2cc(C)nn2c(-c2ccccc2)c1C#N	-1	3	-4	-2	-0.2	.	-9	-16	-3
Cc1ccc(NC(=O)COC(=O)C2=COCCO2)cc1	1	-2	-4	-10	-0.1	-4	15	-9	-2
Cc1ccc(C)c(N(CC(=O)NC2CCCC2)C(=O)c2cc3cc4cccc(C)c4nc3s2)c1	5	-4	-5	2	-0.5	-1	-10	2	-2
CCC(=O)c1ccc(N2CCN(C(=O)c3ccccc3)CC2)c(F)c1	2	2	-2	-8	1.2	0	9	34	1
CC12CC3CC(C)(C1)CC(CN)(C3)C2	1	2	-4	-2	-0.8	17	34*	37*	-1
Cc1cc(C(=O)NC(C)c2ccc3c(c2)OCO3)cs1 (centres undefined)	3	-1	-7	-8	-1.1	-6	1	-4	0
CCCCn1c(-c2nonc2N)nc2ccccc21	4	-1	-23	-3	0.3	2	-10	-31	-3
FC(F)(F)c1nnc(-c2ccccc2)nc1Oc1ccccc1	3	-1	-7	-6	0.0	2	-1	-11	0
O=C(Nc1nc2ccccc2s1)C1c2ccccc2Oc2ccccc21	3	1	-1	-34	0.8	-1	9	11	-1
Cc1cc(C(=O)CSc2nc3ccccc3c(=O)n2C)c(C)n1Cc1ccc2c(c1)OCO2	5	6	-9	-7	-1.5	3	-10	1	3
CC(C)NC(=O)c1cc(-n2cnnc2)ccc1Cl	9	1	3	-1	0.6	-5	4	-11	1
O=C(c1cccnc1)N1CCN(Cc2ccccc2Br)CC1	5	3	7	-8	0.2	5	-4	11	0
CCC(C)(C)NC(=O)CN(Cc1ccc2c(c1)OCO2)C(=O)CCC(=O)Nc1ccccn1	0	-2	-11	-4	-0.6	-5	-2	0	1
N#CC(=C1CCCC1)c1nc(-c2ccccc2)cs1	0	-2	4	-10	2.6	14	-16	-27	-2
CCc1cc(=O)oc2cc(C)cc(OCC(C)=O)c12	-1	2	0	-7	0.1	.	-6	3	-1
CCCC(=O)C1=C(O)C(c2cccc(Oc3ccccc3)c2)CCC1=O (centres undefined)	8	4	-9	-7	0.2	-3	-6	-18	1
CCCn1c(SCC(=O)Nc2c(C)cccc2CC)nnc1C(C)C	4	-4	-25	-3	2.1	0	-10	-7	2
CCn1c(CNc2nc(-c3ccccc3)cs2)nnc1SCC(=O)NCc1ccccc1	2	4	-2	-2	-1.7	4	-17	-12	0
CCC(C)c1ccc(NC(=O)CC(C)=O)cc1 (centres undefined)	5	-2	-13	-4	0.6	-4	3	36	0

NPY-Y2 PAM-ag, entries above that show a hit.
smiles | S1P4 antagonist | RBBP9 inhibitor | S1P4 ag | NPY Y1 blocker | NPY-Y2 PAM-ag | NPY1 pot ag | Runt-CBFb FRET
CC12CC3CC(C)(C1)CC(CN)(C3)C2 | -4 | -2 | -0.8 | 17 | 34* | 37* | -1

New compounds follow:
SMILES	BaF3 tox	Ba/F3 V617F tox	S1P4 antagonist	RBBP9 inhibitor	S1P4 ag	NPY Y1 blocker	NPY-Y2 PAM-ag	NPY1 pot ag	Runt-CBFb FRET
CC(C)OC(=O)C(C)Oc1ccc(C(=O)NCCc2ccccc2)cc1 (centres undefined)	1	-6	-20	-2	3.5	3	4	2	0
CCC(C)(C(=O)NC1CCCC1)N(Cc1cccs1)C(=O)Cc1cccs1 (centres undefined)	4	1	-2	7	-0.9	37*	8	-30	-1
CCn1c(C)c(C(C)=O)c(N2CCN(c3ccc(OC)cc3)CC2)nc1=S	1	-2	-3	-3	2.5	-2	0	-2	9
CCCC(=O)C1=C(O)C(C(=O)OC)C(C)(C)CC1=Nc1ccncc1 (centres undefined)	3	0	-6	-8	-2.0	5	-11	-2	0
O=C(Nc1n[nH]c(C(F)(F)F)n1)C1CC1	4	3	-6	-7	1.7	2	-7	2	0
Cc1ccccc1-n1nc(SCC(=O)O)sc1=S	3	-3	3	7	-1.7	1	-6	10	-1
CC(C)Cc1c(O)nc(SCCN2CCOCC2)[nH]c1=O	0	-3	-6	-4	3.8	-5	12	-12	-2
CN(C)C(=O)N1CCC(C(=O)N2CCCC(C(=O)c3cccc4ccccc34)C2)CC1 (centres undefined)	4	4	-17	2	2.3	1	-8	-4	1
Cc1ncsc1C(=O)N1N=C2/C(=C/c3ccc(N4CCOCC4)cc3)CCCC2C1c1ccc(N2CCOCC2)cc1 (centres undefined)	1	0	-7	-6	0.3	-7	10	3	-6
O=C(CSc1ccc2nnc(-c3ccccc3)n2n1)NCC1CCCO1 (centres undefined)	-1	-2	-18	-4	0.8	6	4	-2	0
CC(C)=CCSc1nnc(CCNC(=O)OC(C)(C)C)o1	-1	-5	-13	-4	0.4	-6	-8	8	0
CCOC(=O)c1cnc(SC)nc1N	8	2	-26	-4	0.7	0	-11	11	-1
CCc1ccc(CN(C)C(=O)CCc2nnc(-c3ccc(-c4ccccc4)cc3)o2)nc1	6	-1	-14	-12	0.3	2	7	0	-5
O=C(c1ccccc1)N1CCN2C(=O)c3ccccc3C12c1ccc(Cl)cc1 (centres undefined)	15	16	23	2	-3.8	16	9	11	0
O=C(CSc1nccc(=O)[nH]1)N1N=C2/C(=C/c3ccco3)CCCC2C1c1ccco1 (centres undefined)	1	-5	-3	3	-0.5	1	6	-13	36
COCCn1c(SCC(=O)N2CCCCC2)nc2ccccc2c1=O	-1	-6	11	-2	-1.4	0	6	11	0
CCC(=O)Nc1nc(CC(=O)Nc2ccccc2OC)cs1	-2	-3	-17	2	3.2	-6	-6	0	0
CCC(=O)NC(=S)Nc1ccc(NC(=O)COc2ccc(Cl)cc2Cl)cc1	5	1	-3	-14	0.2	-2	7	-5	0
CCOC(=O)N1CCN(S(=O)(=O)c2ccc([N+](=O)[O-])cc2)CC1	0	-5	-18	-3	0.3	5	13	8	-1
O=c1[nH]c2ccc(S(=O)(=O)N3CCN(Cc4ccccc4)CC3)cc2[nH]c1=O	4	0	-2	-3	-1.8	7	11	-10	0

Profiles, quoted from the list. Screens in order: BaF3 tox	Ba/F3 V617F tox	S1P4 antagonist	RBBP9 inhibitor	S1P4 ag	NPY Y1 blocker	NPY-Y2 PAM-ag	NPY1 pot ag	Runt-CBFb FRET
O=C(CSc1nccc(=O)[nH]1)N1N=C2/C(=C/c3ccco3)CCCC2C1c1ccco1 (centres undefined) is entered as 1	-5	-3	3	-0.5	1	6	-13	36
CCOC(=O)N1CCN(S(=O)(=O)c2ccc([N+](=O)[O-])cc2)CC1 is entered as 0	-5	-18	-3	0.3	5	13	8	-1

Three of the compounds above, as a markdown table.
| SMILES | BaF3 tox | Ba/F3 V617F tox | S1P4 antagonist | RBBP9 inhibitor | S1P4 ag | NPY Y1 blocker | NPY-Y2 PAM-ag | NPY1 pot ag | Runt-CBFb FRET |
| --- | --- | --- | --- | --- | --- | --- | --- | --- | --- |
| CCOC(=O)N1CCN(S(=O)(=O)c2ccc([N+](=O)[O-])cc2)CC1 | 0 | -5 | -18 | -3 | 0.3 | 5 | 13 | 8 | -1 |
| O=C(CSc1nccc(=O)[nH]1)N1N=C2/C(=C/c3ccco3)CCCC2C1c1ccco1 (centres undefined) | 1 | -5 | -3 | 3 | -0.5 | 1 | 6 | -13 | 36 |
| CCOC(=O)c1cnc(SC)nc1N | 8 | 2 | -26 | -4 | 0.7 | 0 | -11 | 11 | -1 |

Next records:
SMILES	BaF3 tox	Ba/F3 V617F tox	S1P4 antagonist	RBBP9 inhibitor	S1P4 ag	NPY Y1 blocker	NPY-Y2 PAM-ag	NPY1 pot ag	Runt-CBFb FRET
O=S(=O)(c1ccccc1)c1ccccc1/C=N\O	0	-6	14	-7	-0.4	0	-6	-3	0
CC(OC(=O)c1cccnc1)C(=O)Nc1ccc2c(c1)OCO2 (centres undefined)	-1	-1	0	-2	-0.4	-4	4	-1	2
COc1ccc(-c2nc3ccc(N4CCN(C)CC4)cc3c(=O)[nH]2)cc1	9	5	10	-3	-1.5	-1	5	-16	-1
COCCCNC(=O)Cc1ccccc1OC	3	0	8	-2	-0.8	-2	3	-24	1
O=C(CSc1nnnn1-c1ccc(O)cc1)N1N=C(c2ccc3ccccc3c2)CC1c1ccccc1 (centres undefined)	6	5	-15	-5	-1.8	1	-23	-5	2
COc1ccc(-c2c(C)nn3c(-c4ccccc4)cc(C)nc23)cc1	1	3	-14	-5	0.9	6	6	-14	-2
CN(C)CCCN(C(=O)c1cccc(N2C(=O)CCC2=O)c1)c1nc2cc3c(cc2s1)OCO3	1	5	-12	-3	-2.6	5	-7	-8	0
COC(=O)c1cccc(N(C(=O)c2cnccn2)C(C(=O)NCc2ccccc2)c2ccco2)c1 (centres undefined)	5	-1	-12	-7	1.3	-3	2	-1	0
